Compound activity (PubChem BioAssay)
GLP1R ag = activates the human GLP-1 receptor | P43220 | HEK293 GLP-1R CRE-luciferase, luminescence, 4-6 h; cells express a hypersensitive GLP-1R form | Potency, µM (highest dose often 45.6 µM), inactives show top-dose activation, actives largely listed as activators | actives 0.007% (n = 380,000) | AID 624172; note: % of control where 0% means no effect
Target sequence (P43220 whole entry, looked up): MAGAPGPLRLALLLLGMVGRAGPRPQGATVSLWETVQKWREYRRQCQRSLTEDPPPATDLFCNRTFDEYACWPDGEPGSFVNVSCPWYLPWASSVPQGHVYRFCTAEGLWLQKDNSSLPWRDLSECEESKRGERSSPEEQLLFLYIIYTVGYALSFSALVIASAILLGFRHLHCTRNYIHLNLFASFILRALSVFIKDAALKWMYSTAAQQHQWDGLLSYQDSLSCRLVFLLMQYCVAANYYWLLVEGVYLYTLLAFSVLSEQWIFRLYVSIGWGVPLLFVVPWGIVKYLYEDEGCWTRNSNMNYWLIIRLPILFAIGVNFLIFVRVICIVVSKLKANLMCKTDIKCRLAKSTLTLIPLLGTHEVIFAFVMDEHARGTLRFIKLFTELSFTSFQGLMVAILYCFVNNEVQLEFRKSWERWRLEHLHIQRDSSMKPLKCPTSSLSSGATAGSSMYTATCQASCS
TDP43 rescue = TDP-43 toxicity inhibition in yeast; Potency, µM (series often up to 46.1 µM), for the others: at the highest dose growth rescue (activation), actives largely listed as activators; actives 1.8% (n = 410,000); TDP-43 expressing yeast growth rescue, BacTiter-Glo, 24 h; AID 652104; note: % of control where 0% means no effect; nearly all actives have a fitted effect of over 50% in size
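Yeast cells expressing TDP-43 under galactose induction are exposed to compounds for 24 hr at 30 deg C. BacTiter-Glo luminescence measures growth, so protective compounds score as activators.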
HT1080 IDH1KD tx = toxicity to HT-1080 IDH1 knockdown cells (counter line). HT-1080 IDH1 knockdown viability, ATP luminescence, 48 h. Potency, µM (series often up to 46.1 µM), for the others: at the highest dose activity, negative = toxicity, most hits filed as cytotoxic. actives 2% (n = 360,000);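 note: 0% = DMSO wells and -100% = cell-free medium wells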
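Viability of IDH1-knockdown HT-1080 fibrosarcoma cells was assessed by CellTiter-Glo after 48 h at 37 °C with titrated compound; concentration-effect curves were classified by fit quality and response size.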
GLP-1R inv ag = inverse agonists of human GLP-1 receptor. actives 1.6% (n = 410,000). P43220. Potency, µM (top dose mostly 38.3 µM), inactives show top-dose activity change, negative = inhibition, hits mostly inhibitors. HEK293 GLP-1R CRE-luciferase, luminescence, 24 h; GLP-1R form is constitutively active; note: % is set by controls: 0 for no effect and ±100 for the full control effect; nearly all actives have a fitted effect of over 55% in size
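HEK293 cells stably co-expressing constitutively active GLP-1R and a cAMP-responsive luciferase reporter were seeded in DMEM with 10% Nu serum, given compounds after 12 h, and incubated 24 h at 37 deg C. Luminescence was then read.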
HT1080NT lethal = kills 2HG-producing HT-1080-NT fibrosarcoma cells. HT-1080-NT fibrosarcoma viability, CellTiter-Glo ATP luminescence, 48 h. AID 686970. Potency, µM (doses to about 46.1 µM), for inactives: at the top dose activity, negative = less viability, actives largely listed as cytotoxic. actives 1.6% (n = 360,000);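 note: NT is the 2HG producing partner of a matched IDH1 knockdown line; 0% = DMSO-treated cells and -100% = media-only wells without cells; nearly all actives have a fitted effect of over 55% in size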
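Viability by CellTiter-Glo luminescence after 48 h compound exposure at 37C of HT-1080-NT cells (750/well, RPMI, 5% FBS). % activity scaled between DMSO wells and medium-only wells, then curve-fitted and categorized by curve class.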
GLP1R cytotox = cytotoxic in the GLP-1 receptor inverse agonist counter-screen; actives 0.13% (n = 410,000); HEK293 cAMP-luciferase reporter cells, luminescence, 24 h; Potency, µM (titrated, usually from 38.3 µM), for the others: at the highest dose activity change, negative = inhibition, actives largely listed as inhibitors;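 note: loss of luciferase light is scored as toxicity; % is set by controls: 0 for no effect and ±100 for the full control effect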
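Here, cytotoxicity is scored as loss of luminescence. The MLSMR collection was tested on cells seeded in medium containing 10% Nu serum, with a 24 hr compound exposure preceded by 12 hours of culture.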
KB-3-1 tox = kills parental KB-3-1 adenocarcinoma cells; KB-3-1 viability, CellTiter-Glo ATP luminescence, 72 h; actives 1.4% (n = 400,000); Potency, µM (series often up to 46.1 µM), for inactives: at the top dose activity change, negative = cytotoxic, usual class: cytotoxic; AID 1347075; note: % is set by controls: 0 for no effect and ±100 for the full control effect; nearly all actives have a fitted effect of over 60% in size
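Multi-concentration cytotoxicity screen in KB-3-1 cells grown in DMEM lacking phenol red with 10% FBS. After 72 h at 37 °C with compound, ATP-dependent luminescence was recorded.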
KB-V1 cytotox = kills drug-selected multidrug resistant KB-V1 cells; KB-V1 MDR cells viability, CellTiter-Glo, 72 h; Potency, µM (series often up to 46.1 µM), without a hit: top-dose activity change, negative = cytotoxicity, most hits filed as cytotoxic; actives 3.4% (n = 400,000); AID 1347076; note: % is set by controls: 0 for no effect and ±100 for the full control effect; nearly all actives have a fitted effect of over 60% in size
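qHTS viability screen in drug-selected KB-V1 MDR cells: 72 h compound treatment at 37 degrees C, ATP luminescence end point.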
SW480 rerep = induces DNA re-replication in SW480 colon adenocarcinoma cells; actives 1.8% (n = 340,000); Potency, µM (top dose mostly 46.1 µM), inactives show at the top dose re-replication activation, usual class: activators; SW480 DNA re-replication, Hoechst DNA content imaging, 48 h; note: % of control where 0% means no effect; nearly all actives have a fitted effect of over 55% in size
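Compounds, transferred as 23 nL by pin tool, were incubated with cells for 48 hr; DNA content per nucleus was then quantified by Hoechst staining and fluorescence plate imaging.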
* hit, by the source's call; [ ] = another dose, or the depositor's remark. Calls come from the whole dose curve; as a rule, active = well fitted curve in the direction sought with a large enough effect; inconclusive = small, poorly fitted or top-dose-only effect, or another doubt; inactive = no such curve, though single readings can be large; an effect the other way counts as inactive or inconclusive. Potency is the fitted concentration of half-maximal effect.

What do the screens show for `Cc1cnc(C(=O)OCC(=O)Nc2ccc(C)c(S(=O)(=O)N3CCCCCC3)c2)cn1`?
GLP1R ag: 0%; TDP43 rescue: 13%; HT1080 IDH1KD tx: -1%; GLP-1R inv ag: 5%; HT1080NT lethal: -1%; GLP1R cytotox: 2%; KB-3-1 tox: -3%; KB-V1 cytotox: 1%; SW480 rerep: 9%

Results for O=C(NCc1ccc2c(c1)OCO2)c1cc(COc2c(F)cccc2F)on1 ?
GLP1R ag: 9%; TDP43 rescue: inconclusive; HT1080 IDH1KD tx: 14%; GLP-1R inv ag: inconclusive; HT1080NT lethal: 10%; GLP1R cytotox: -29%; KB-3-1 tox: 17%; KB-V1 cytotox: 5%; SW480 rerep: -3%

What do the screens show for `CN(C(=O)COc1ccc(S(=O)(=O)N2CCOCC2)cc1[N+](=O)[O-])C1CCS(=O)(=O)C1` (stereo not drawn)?
GLP1R ag: 3%; TDP43 rescue: 12%; HT1080 IDH1KD tx: 14%; GLP-1R inv ag: 21%; HT1080NT lethal: 4%; GLP1R cytotox: 7%; KB-3-1 tox: 18%; KB-V1 cytotox: 18%; SW480 rerep: -7%

Results for N#Cc1c(NC(=O)c2ccc(N3CCOCC3)c([N+](=O)[O-])c2)sc2c1CCCC2 ?
GLP1R ag: 7%; TDP43 rescue: 18%; HT1080 IDH1KD tx: 2%; GLP-1R inv ag: 50%[activator]; HT1080NT lethal: 13%; GLP1R cytotox: 5%; KB-3-1 tox: 3%; KB-V1 cytotox: 23%; SW480 rerep: -7%

What do the screens show for `COc1c(F)c(F)c(C(=O)O)c(Nc2cccc(C)c2)c1F`?
GLP1R ag: 6%; TDP43 rescue: -14%; HT1080 IDH1KD tx: 0%; GLP-1R inv ag: 6%; HT1080NT lethal: 2%; GLP1R cytotox: -3%; KB-3-1 tox: -3%; KB-V1 cytotox: 1%; SW480 rerep: -5%

What do the screens show for `COC(=O)c1nnn(-c2ccc(F)c(Cl)c2)c1C(=O)OC`?
GLP1R ag: 5%; TDP43 rescue: -10%; HT1080 IDH1KD tx: 18%; GLP-1R inv ag: 22%; HT1080NT lethal: 19%; GLP1R cytotox: 4%; KB-3-1 tox: -5%; KB-V1 cytotox: 3%; SW480 rerep: -7%

How did COCCNC(=O)c1ccc(-c2nc(CS(=O)(=O)c3ccccc3)c(C)o2)cc1 do in these assays?
TDP43 rescue: 4%; GLP-1R inv ag: -14%; GLP1R cytotox: 0%; KB-3-1 tox: 0%; KB-V1 cytotox: 0%

What do the screens show for `CCN(C)c1cc2c(c3c1ccn3C)C1CCC2C1` (stereo not drawn)?
GLP1R ag: -13%; TDP43 rescue: -3%; HT1080 IDH1KD tx: 1%; GLP-1R inv ag: -23%; HT1080NT lethal: -1%; GLP1R cytotox: 1%; KB-3-1 tox: 0%; KB-V1 cytotox: -7%

Results for CCCNC(=O)c1cn(CC)c2cc(N3CCN(C(=O)c4ccco4)CC3)c(F)cc2c1=O ?
GLP1R ag: 13%; TDP43 rescue: 11%; HT1080 IDH1KD tx: 0%; GLP-1R inv ag: 13%; HT1080NT lethal: 1%; GLP1R cytotox: -13%; KB-3-1 tox: 0%; KB-V1 cytotox: 17%; SW480 rerep: -13%

How did CC1(C)CNC(=S)N1Cc1ccccc1 do in these assays?
GLP1R ag: 2%; TDP43 rescue: 24%; HT1080 IDH1KD tx: -1%; GLP-1R inv ag: -4%; HT1080NT lethal: 9%; GLP1R cytotox: 3%; KB-3-1 tox: 10%; KB-V1 cytotox: 10%

How did C/C(=N\Nc1nccnc1Cl)c1ccc(F)cc1 do in these assays?
GLP1R ag: 1%; TDP43 rescue: 8%; HT1080 IDH1KD tx: -2%; GLP-1R inv ag: 11%; HT1080NT lethal: 1%; GLP1R cytotox: 23%; KB-3-1 tox: 12%; KB-V1 cytotox: -13%; SW480 rerep: -2%

What do the screens show for `O=C(NCCc1ccc(Cl)cc1)C(=O)c1c[nH]c2ccccc12`?
GLP1R ag: 14%; TDP43 rescue: 4%; HT1080 IDH1KD tx: -16%; GLP-1R inv ag: inconclusive; HT1080NT lethal: -11%; GLP1R cytotox: -4%; KB-3-1 tox: 4%; KB-V1 cytotox: inconclusive; SW480 rerep: 1%

The list goes on, overlapping the part above by 3 compounds.
How did CC1(C)CNC(=S)N1Cc1ccccc1 do in these assays?
GLP1R ag: 2%; TDP43 rescue: 24%; HT1080 IDH1KD tx: -1%; GLP-1R inv ag: -4%; HT1080NT lethal: 9%; GLP1R cytotox: 3%; KB-3-1 tox: 10%; KB-V1 cytotox: 10%

How did C/C(=N\Nc1nccnc1Cl)c1ccc(F)cc1 do in these assays?
GLP1R ag: 1%; TDP43 rescue: 8%; HT1080 IDH1KD tx: -2%; GLP-1R inv ag: 11%; HT1080NT lethal: 1%; GLP1R cytotox: 23%; KB-3-1 tox: 12%; KB-V1 cytotox: -13%; SW480 rerep: -2%

What do the screens show for `O=C(NCCc1ccc(Cl)cc1)C(=O)c1c[nH]c2ccccc12`?
GLP1R ag: 14%; TDP43 rescue: 4%; HT1080 IDH1KD tx: -16%; GLP-1R inv ag: inconclusive; HT1080NT lethal: -11%; GLP1R cytotox: -4%; KB-3-1 tox: 4%; KB-V1 cytotox: inconclusive; SW480 rerep: 1%

What do the screens show for `O=C(Nc1cc(S(=O)(=O)N2CCCCC2)ccc1N1CCOCC1)c1ccc(C(F)(F)F)cc1`?
GLP1R ag: -9%; TDP43 rescue: -6%; HT1080 IDH1KD tx: -1%; GLP-1R inv ag: inconclusive; HT1080NT lethal: 5%; GLP1R cytotox: 4%; SW480 rerep: inconclusive

What do the screens show for `COc1ccccc1C(=O)CSc1nccn1C`?
GLP1R ag: 0%; TDP43 rescue: 0%; HT1080 IDH1KD tx: -7%; GLP-1R inv ag: 17%; HT1080NT lethal: inconclusive; GLP1R cytotox: -6%; KB-3-1 tox: -1%; KB-V1 cytotox: 22%; SW480 rerep: -14%

Results for O=C(Cc1ccc(F)cc1)NCCc1csc(-c2ccc(C(F)(F)F)cc2)n1 ?
GLP1R ag: 11%; TDP43 rescue: 29%; GLP-1R inv ag: inconclusive; GLP1R cytotox: -15%; KB-3-1 tox: inconclusive; KB-V1 cytotox: inconclusive

How did O=C(Nc1ccc(NS(=O)(=O)c2ccccc2)cc1)c1cccnc1 do in these assays?
GLP1R ag: 7%; TDP43 rescue: -16%; HT1080 IDH1KD tx: 4%; GLP-1R inv ag: 10%; HT1080NT lethal: 25%; GLP1R cytotox: -5%; KB-3-1 tox: -4%; KB-V1 cytotox: 0%; SW480 rerep: -29%

What do the screens show for `CC(C)(C)C(c1nc2ccccc2[nH]1)n1c(-c2cc(Cl)cc(Cl)c2)nc2ccccc21` (stereo not drawn)?
TDP43 rescue: 35µM*; HT1080 IDH1KD tx: inconclusive; GLP-1R inv ag: inconclusive; HT1080NT lethal: inconclusive; GLP1R cytotox: 2%; KB-3-1 tox: -25%; KB-V1 cytotox: inconclusive

How did CNCCc1ccccn1 do in these assays?
GLP1R ag: 20%; TDP43 rescue: inconclusive; HT1080 IDH1KD tx: 11%; GLP-1R inv ag: 2%; HT1080NT lethal: inconclusive; GLP1R cytotox: 7%; KB-3-1 tox: 0%; KB-V1 cytotox: 15%; SW480 rerep: -100%[inhibitor]

Results for O=C(CNC(=O)c1ccc(Br)cc1)NC1CC1 ?
GLP1R ag: -6%; TDP43 rescue: 19%; HT1080 IDH1KD tx: 0%; GLP-1R inv ag: -33%; HT1080NT lethal: -1%; GLP1R cytotox: -29%; KB-3-1 tox: 0%; KB-V1 cytotox: 20%; SW480 rerep: 2%

How did COc1ccc(CN=C2NC(=O)CC(C(=O)Nc3cc(C)cc(C)c3)S2)cc1 (stereo not drawn) do in these assays?
GLP1R ag: -12%; TDP43 rescue: 3%; HT1080 IDH1KD tx: 13%; GLP-1R inv ag: 0%; HT1080NT lethal: 19%; GLP1R cytotox: 2%; KB-3-1 tox: 4%; KB-V1 cytotox: -8%; SW480 rerep: -5%

What do the screens show for `Cc1ccsc1/C=N/NC(=O)c1ccc(-n2cccc2)cc1`?
GLP1R ag: 5%; TDP43 rescue: -12%; HT1080 IDH1KD tx: -10%; GLP-1R inv ag: -16%; HT1080NT lethal: -15%; GLP1R cytotox: 1%; KB-3-1 tox: -4%; KB-V1 cytotox: inconclusive; SW480 rerep: -6%

What do the screens show for `OC(CNCc1ccccc1)c1ccccc1` (stereo not drawn)?
GLP1R ag: 24%; TDP43 rescue: -28%; HT1080 IDH1KD tx: 14%; GLP-1R inv ag: -3%; HT1080NT lethal: 2%; GLP1R cytotox: 0%; KB-3-1 tox: -3%; KB-V1 cytotox: -6%; SW480 rerep: -11%

How did Cc1ccc2cc(C#N)c(NCCNC(=S)NCCCN3CCOCC3)nc2c1 do in these assays?
GLP1R ag: 6%; TDP43 rescue: 19%; HT1080 IDH1KD tx: -2%; GLP-1R inv ag: 7%; HT1080NT lethal: -15%; GLP1R cytotox: 6%; KB-3-1 tox: -10%; KB-V1 cytotox: -8%; SW480 rerep: -4%

What do the screens show for `CCN(CC)C(=O)C[n+]1cccc(/C=N/O)c1`?
GLP1R ag: 0%; TDP43 rescue: 14%; HT1080 IDH1KD tx: 6%; GLP-1R inv ag: 7%; HT1080NT lethal: 4%; GLP1R cytotox: -2%; KB-3-1 tox: 0%; KB-V1 cytotox: 6%; SW480 rerep: -5%

Results for CCc1nc2c(OCc3ccccc3C)cccn2c1N(C)C(=O)C1CC1 ?
GLP1R ag: -2%; TDP43 rescue: -1%; HT1080 IDH1KD tx: 7%; GLP-1R inv ag: -11%; HT1080NT lethal: inconclusive; GLP1R cytotox: -8%; KB-3-1 tox: -13%; KB-V1 cytotox: inconclusive
